# Screening results from PubChem.
# A3A deaminase: inhibitors of human APOBEC3A DNA deaminase; inhibition, % at 20 µM; P31941; AID 493011; hit rate 0.41% among 330,000; recombinant A3A, FAM/TAMRA ssDNA deamination fluorescence;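 active = at least 40% inhibition at 20 µM here, with at most 30% in a related deaminase screen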;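 note: plate controls were A3A with DMSO for no effect and wells lacking A3A enzyme for full effect; some results filed as inactive read as strong as hits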
# Target sequence (P31941 whole entry, looked up): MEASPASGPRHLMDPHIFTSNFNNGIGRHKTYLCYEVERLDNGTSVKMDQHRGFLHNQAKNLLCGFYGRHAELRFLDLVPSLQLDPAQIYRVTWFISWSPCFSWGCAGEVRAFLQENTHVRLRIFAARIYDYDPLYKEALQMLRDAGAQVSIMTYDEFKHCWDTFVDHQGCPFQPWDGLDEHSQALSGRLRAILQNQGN
# APOBEC3G inh: blocks human APOBEC3G single-stranded DNA deamination | inhibition, % at 20 µM | hit rate 0.28% among 330,000 | Q9HC16 | recombinant A3G, ssDNA deamination FAM/TAMRA fluorescence;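 active = inhibition of at least 40% at 20 µM, with no more than 30% in the related APOBEC3A deaminase screen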;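 note: plate controls were DMSO wells with A3G for no effect and wells lacking A3G enzyme for full effect; some compounds called inactive have numbers as strong as hits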
# hIAP activ: human IAP activation. hit rate 0.16% among 330,000. activation factor at 10 µM. purified human IAP, CDP-Star luminescence, 30 min; hits give high values; 1 = vehicle-only enzyme, 0 = enzyme-free background. AID 2524. P09923;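 active = activation factor of the enzyme at least 2-fold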; note: the source names both 10 and 20 µM as test concentration; values of inactives mirror those of a sister screen read the other way
# Target sequence (P09923 whole entry, looked up): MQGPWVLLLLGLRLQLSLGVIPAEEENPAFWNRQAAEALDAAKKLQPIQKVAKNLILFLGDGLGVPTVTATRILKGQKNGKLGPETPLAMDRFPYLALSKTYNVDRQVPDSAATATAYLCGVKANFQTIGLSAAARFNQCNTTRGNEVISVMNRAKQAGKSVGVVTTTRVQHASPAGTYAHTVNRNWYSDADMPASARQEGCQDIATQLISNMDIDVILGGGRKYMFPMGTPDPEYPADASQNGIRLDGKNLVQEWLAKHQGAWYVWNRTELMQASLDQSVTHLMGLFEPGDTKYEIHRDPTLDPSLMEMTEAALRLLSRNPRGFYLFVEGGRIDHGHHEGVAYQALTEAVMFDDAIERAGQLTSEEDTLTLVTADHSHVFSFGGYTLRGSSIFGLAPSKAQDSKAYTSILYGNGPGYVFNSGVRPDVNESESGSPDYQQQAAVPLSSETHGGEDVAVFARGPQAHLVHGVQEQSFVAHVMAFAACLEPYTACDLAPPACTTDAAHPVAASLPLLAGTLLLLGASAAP
# NLRP3 yeast inh: NALP3 inhibition in yeast; inhibition, % at 10 µM; Yeast reconstituted NLRP3/ASC/caspase-1, beta-gal luminescence, 24 h; hit rate 0.39% among 330,000;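 active = inhibition of 50% or more; inactive = inhibition below 50%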;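 note: plate controls were induced DMSO wells for no effect and uninduced yeast grown without galactose for full effect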
# mIAP activ: mouse IAP activation | muIAP, CDP-Star luminescence, 30 min; hits give high values; 1 = vehicle-only enzyme signal, 0 = enzyme-free wells | activation factor at 10 µM | hit rate 0.24% among 330,000 | AID 2805;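 active = activation factor of at least 2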; note: the source names both 10 and 20 µM as test concentration; values of inactives mirror those of a sister screen read the other way
#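 Assay system: mouse IAP enzyme / Compound: DMSO-dissolved test compounds / Timing: 30 min, room temperature / Measured by: luminescence from enzymatic CDP-Star hydrolysis / Control set: DMSO-only wells, enzyme-free buffer wells as negative control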
# hIAP inh: human IAP inhibition | P09923 | purified IAP, CDP-Star luminescence, 30 min | inhibition, % at 10 µM | hit rate 0.12% among 330,000 | AID 2544;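 active = inhibition reaching a set limit with compound at 10 µM in the primary screen, cut at about 35% in these data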;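 note: plate controls were DMSO wells with enzyme for no effect and no-enzyme buffer wells for full effect; values of inactives mirror those of a sister screen read the other way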
# SENP1 FRET inh: SENP1 (human) catalytic domain inhibition; recombinant SENP1 catalytic domain, CyPet-SUMO1-YPet FRET cleavage; AID 624204; hit rate 0.21% among 360,000; inhibition, % at 10 µM;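 active = inhibition at least 30% at 10 µM, raw YFP signal under a set limit, fluorescence ratio 0.5 to 1.5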;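 note: 0% = enzyme with DMSO and 100% = no enzyme wells; some results filed as inactive read as strong as hits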
# Target sequence (Q9P0U3 419-644 limits assumed): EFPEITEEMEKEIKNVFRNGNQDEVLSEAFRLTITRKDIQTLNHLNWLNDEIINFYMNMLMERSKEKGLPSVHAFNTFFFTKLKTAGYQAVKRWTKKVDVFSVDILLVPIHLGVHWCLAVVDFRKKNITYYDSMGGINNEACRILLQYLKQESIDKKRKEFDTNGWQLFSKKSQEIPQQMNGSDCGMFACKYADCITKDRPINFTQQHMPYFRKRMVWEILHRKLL
#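 Compound: 10 µM single point, 0.5% DMSO; Test system: hSENP1 catalytic domain, recombinant; Timing: 50 min reaction at room temperature; Technique: FRET, CFP and YFP emission; Control set: no-enzyme wells low, DMSO-plus-enzyme wells high control.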
# beta cell repl: induces beta-cell replication in MIN6 cells | hit rate 0.29% among 330,000 | MIN6 cells proliferation, ATPlite luminescence, 48 h; cells starved in 0.2% serum; 100% = growth in 10% serum | proliferation, % at 10 µM;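 active = compounds whose signal lies at least 3.5 SD above the mean of all wells on their plate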;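 note: 0% = DMSO-treated cells in low-serum medium and 100% = 10% serum control; some compounds called inactive have numbers as strong as hits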
# mIAP inh: mouse IAP inhibition; purified mouse IAP, CDP-Star luminescence, 30 min; inhibition, % at 10 µM; hit rate 0.2% among 330,000; AID 2806;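 active = inhibition of at least 40% at 10 µM in the primary screen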;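 note: plate controls were DMSO with enzyme for no effect and no enzyme wells for full effect; values of inactives mirror those of a sister screen read the other way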
# Starred values were filed as active, the others as inactive; nt = no result given.
# Results follow in this order: A3A deaminase	APOBEC3G inh	hIAP activ	NLRP3 yeast inh	mIAP activ	hIAP inh	SENP1 FRET inh	beta cell repl	mIAP inh
COc1ccc(NC(=O)CCc2nc3ccccc3s2)c(OC)c1
 : 2	1	0.81	24	1	19	-1	-3	-3
CCOc1cccc(C2/C(=C(/O)c3ccc4c(c3)CC(C)O4)C(=O)C(=O)N2Cc2cccnc2)c1 (stereo not given)
 : 0	2	1.1	12	1	-14	0	0	-4
CC1CCN(c2nnc(-c3cccs3)c3ccccc23)CC1
 : -7	-8	1.1	19	0.85	-7	-3	-5	15
N#Cc1ccccc1OCC(=O)NNC(=O)CNC(=O)c1cccc(Br)c1
 : -4	-8	1.4	7	0.85	-39	3	-1	15
CCOC(=O)c1ccc(NC(=O)Nc2ccc(Cl)cn2)cc1
 : 1	-5	1.1	4	0.91	-13	3	1	9
N#C/C(=C\c1cn(CCOc2ccccc2)c2ccccc12)C(=O)NCC1CCCO1 (stereo not given)
 : -4	-6	1.1	23	0.89	-7	-55	-4	12
O=C(NNS(=O)(=O)c1ccccc1)C1CCN(S(=O)(=O)c2ccccc2)CC1
 : 0	-4	1	5	0.9	-2	1	-1	10
CC(/C=N/Nc1ncc(C)c(=O)[nH]1)=C\c1ccccc1
 : -3	-7	1.1	1	1	-11	1	-3	-3
O=C(COc1ccc([N+](=O)[O-])cc1)NC(=O)NC1CCS(=O)(=O)C1 (stereo not given)
 : -1	-5	1	11	1	-4	0	-4	-1
CCOC(=O)C(C)n1cnc2c(nnn2Cc2ccc(Cl)cc2)c1=O (stereo not given)
 : 2	1	0.83	16	0.95	17	2	-1	5
CN(/C=C/C(=C/C=[N+](C)c1ccccc1)OCCCS(=O)(=O)[O-])c1ccccc1
 : 5	-1	0.91	0	0.95	9	-34	-4	4
CCOC(=O)c1cccc(NC(=O)C2CCN(c3ncnc4c3nc3n4CCCCC3)CC2)c1
 : -7	-8	1.1	17	1.2	-12	1	-4	-22
OCCN=C(c1ccccc1)C12CN3CN(CN(C3)C1)C2
 : -5	-3	1.2	3	1.1	-25	2	-2	-9
CCc1noc(C)c1C(=O)N1CCSC1=Nc1cccc(Cl)c1C
 : -1	-4	0.91	6	0.87	9	2	-5	13
COCCNC(=O)C(=O)N/N=C(\C)CC(=O)Nc1cccc(C(F)(F)F)c1
 : -1	-5	1.1	10	0.96	-8	3	-4	4
Cc1ccc(C)c(NCC(=O)c2ccc(Cl)cc2)c1
 : -7	-3	1.1	11	0.96	-10	2	-5	4
COc1ccc(NC(=O)c2cccc(C(=O)Nc3ccc(OC)cc3)n2)cc1
 : -3	-2	1	-4	1.1	-2	nt	-1	-8
COc1ccccc1-n1c(C)nc2cc(C(=O)O)ccc21
 : -2	-6	0.96	5	1	4	1	2	0
CCCCOc1ccc(C(=O)NCC(=O)NCCOc2ccccc2)cc1
 : -2	-4	1.1	15	0.94	-7	-2	-1	6
c1ccc(-n2cnc3ccccc32)cc1
 : -3	-9	1	12	0.96	-2	0	7	4
CCOc1cc(/C=N/n2cnnc2)ccc1O
 : -2	-4	0.98	-5	0.96	2	2	-2	4
COc1ccccc1C(=O)NCC(=O)n1nc(C)cc1C
 : -2	-5	0.94	-1	0.92	6	1	1	8
N#Cc1ccc(OCC(=O)OCC(=O)c2ccc[nH]2)cc1
 : 3	10	0.93	12	1.1	7	0	-2	-7
CCCN(CC(=O)Nc1ccccc1OC)C(=O)c1cc2ccccc2o1
 : 8	-6	0.98	18	0.95	2	-5	0	5
O=C(CSc1ncnc2c1oc1ccccc12)N1CCN(c2ccccc2)CC1
 : 6	0	1.2	43	1	-15	2	-2	-2
COc1cccc(C(=O)c2c[nH]c(C(=O)NCCCN3CCOCC3)c2)c1
 : 2	-7	1.1	10	1	-7	4	2	-2
CCc1nc2c(c(=O)[nH]1)C(CC)(CC)Cc1ccccc1-2
 : -1	-1	1.1	4	0.96	-8	-3	-2	4
Cc1cc(C)c(C(=O)C(C)OC(=O)c2ccccn2)cc1C (stereo not given)
 : 9	26	0.85	11	1.1	15	1	-2	-6
O=C(NCCSCc1ccco1)Nc1ccccc1
 : -6	-6	0.96	3	1.1	4	1	1	-8
O=C(NC(N1CCOCC1)C(Cl)(Cl)Cl)c1ccc(F)cc1 (stereo not given)
 : 15	2	1	-1	1.1	-4	0	0	-5

# (listing goes on)
# Results follow in this order: A3A deaminase	APOBEC3G inh	hIAP activ	NLRP3 yeast inh	mIAP activ	hIAP inh	SENP1 FRET inh	beta cell repl	mIAP inh
Cc1ccc(S(=O)(=O)Nc2nc(C)cc(NCCN)n2)cc1
 : 0	-1	1.1	6	1.1	-7	1	-2	-8
COc1ccc(N(CC(=O)N2CCc3ccccc32)S(=O)(=O)c2c(C)nn(C)c2C)cc1
 : 2	3	0.96	9	1	4	4	2	-4
CC(=O)N(C(C)=O)c1c(N2CCOCC2)c2ccccc2oc1=O
 : 4	3	0.91	3	1.1	9	0	-1	-10
CCc1ccc(NC(=O)CCCNC(=O)Cn2cnc3sc(C)c(C)c3c2=O)cc1
 : -2	-11	1.1	10	1	-8	2	1	-2
O=C(COC(=O)c1ccccc1Br)NC(=O)NCc1ccccc1
 : -3	-8	0.91	12	1	9	-1	2	-1
N=c1n(CCc2ccccc2)c2ccccc2n1Cc1ccccc1F
 : 2	-4	0.93	26	1.1	7	0	0	-8
CCC(NC(=O)c1ccccc1NC(=O)c1ccccc1)C(=O)OC (stereo not given)
 : 0	-2	1	18	0.95	-1	0	0	5
COc1ccc(/C=C2\CCn3c2nc2ccccc2c3=O)cc1OC
 : -4	-3	1.1	16	0.99	-9	0	-2	1
Cc1cc(C)n(C(=O)C23CC4CC(CC(C4)C2)C3)n1
 : 8	2	2.4*	7	0.86	-136	nt	-2	14
COc1ccc(C2CC(c3ccc([N+](=O)[O-])cc3)=NN2C(=O)c2ccccc2)cc1OC (stereo not given)
 : -2	-2	1.1	22	0.91	-6	3	-3	9
CC(=O)Nc1c(C)nn(-c2ccc([N+](=O)[O-])cc2)c1C
 : 3	4	0.93	16	0.97	7	3	-2	3
CSC(SC)=C(C(C)=O)C(=O)c1ccc(C)cc1
 : 0	1	1.1	41	0.99	-7	-4	0	1
CCOc1ccc(C2CC(c3cccc(C)c3)n3nc(N)nc3N2)cc1 (stereo not given)
 : 0	4	1.2	14	1	-17	-1	1	-3
COc1ccc(C(CNC(=O)c2cc3ccccc3cc2O)N2CCOCC2)cc1 (stereo not given)
 : -5	-8	0.99	0	0.93	1	-37	-4	7
COCCN(C(=O)COC(=O)C1COc2ccccc2O1)c1c(N)n(Cc2ccccc2)c(=O)[nH]c1=O (stereo not given)
 : 5	-5	1.1	3	0.95	-10	-2	-5	5
COC(=O)CCN(C(=O)c1ccc2c(c1)OCO2)c1ccccn1
 : -4	-6	1.2	6	0.92	-19	0	-3	8
Cc1onc(-c2ccccc2Cl)c1C(=O)Nc1ccc(OCC(=O)N2CCOCC2)cc1
 : -4	-5	0.92	-2	0.99	8	3	1	1
CCn1cnc2cc(NCc3nc4ccccc4n3C)ccc21
 : -2	-7	0.96	12	1.1	4	-17	-3	-7
COc1ccc(-c2cc3ccccc3cn2)cc1
 : -1	-1	1.1	22	0.87	-10	1	-6	13
COc1cccc(NC(=O)CN(c2ccccc2OC)S(=O)(=O)c2cccs2)c1
 : 0	-12	1.1	11	1.2	-7	2	-3	-25
COc1cccc(/C=N/NC(=O)c2cc3c(OC)cccc3[nH]2)c1O
 : -5	-7	1	22	1.1	-1	9	-3	-7
CC(C)(C)OC(=O)N1CCC[C@H]1C(=O)Nc1ccc(C#N)cc1
 : 1	-2	0.99	-3	1	1	2	7	-2
Cc1ccc(S(=O)(=O)Nc2cccc(-c3ccc(N4CCCCCC4)nn3)c2)cc1
 : -3	-7	0.93	16	0.99	7	-2	-7	1
CCC(C)N(C(=O)CSc1nnc(NC(C)C)s1)C1CCS(=O)(=O)C1 (stereo not given)
 : -2	-9	1.2	-11	1	-15	0	-4	-5
CC1(CCc2ccccc2)NC(=O)N(CC(=O)Nc2ccccc2)C1=O (stereo not given)
 : -2	10	1.2	-8	1.1	-18	6	-2	-9
CCOc1c(Br)cc(C2NS(=O)(=O)N=C3CCCCCN32)cc1OC (stereo not given)
 : -6	-5	0.95	-1	1.1	5	1	-1	-6
COc1ccc(CNC(=O)CN(C)S(=O)(=O)c2ccc(Br)s2)cc1
 : 1	-8	0.99	14	0.97	1	-1	0	3
COC(=O)CP(=O)(c1ccccc1)c1ccccc1
 : 2	-4	1	7	0.93	-4	-2	-1	7
CCN(C[C@H]1N[C@@](CC)(C(=O)OC)[C@H]2C(=O)N(C)C(=O)[C@@H]12)S(=O)(=O)c1ccc(C(C)(C)C)cc1
 : -2	-6	1	7	1	-1	-1	3	-2
C=CCNC(=O)/C(=C/c1ccco1)NC(=O)c1ccc(Br)o1
 : 1	1	1	15	0.9	0	-2	-1	10
Cc1ccccc1Nc1nc(Nc2ccccc2C)nc(SC2=NCCS2)n1
 : 0	-10	0.84	-1	0.77	16	2	-4	23
CCOC(=O)c1c(C)[nH]c(C(=O)N/N=C/c2cccc(OC)c2)c1C
 : 0	-1	1	4	0.92	-3	1	-3	8

# Already shown: eleven of the compounds above.
# Results follow in this order: A3A deaminase	APOBEC3G inh	hIAP activ	NLRP3 yeast inh	mIAP activ	hIAP inh	SENP1 FRET inh	beta cell repl	mIAP inh
CSC(SC)=C(C(C)=O)C(=O)c1ccc(C)cc1
 : 0	1	1.1	41	0.99	-7	-4	0	1
CCOc1ccc(C2CC(c3cccc(C)c3)n3nc(N)nc3N2)cc1 (stereo not given)
 : 0	4	1.2	14	1	-17	-1	1	-3
COc1ccc(C(CNC(=O)c2cc3ccccc3cc2O)N2CCOCC2)cc1 (stereo not given)
 : -5	-8	0.99	0	0.93	1	-37	-4	7
COCCN(C(=O)COC(=O)C1COc2ccccc2O1)c1c(N)n(Cc2ccccc2)c(=O)[nH]c1=O (stereo not given)
 : 5	-5	1.1	3	0.95	-10	-2	-5	5
COC(=O)CCN(C(=O)c1ccc2c(c1)OCO2)c1ccccn1
 : -4	-6	1.2	6	0.92	-19	0	-3	8
Cc1onc(-c2ccccc2Cl)c1C(=O)Nc1ccc(OCC(=O)N2CCOCC2)cc1
 : -4	-5	0.92	-2	0.99	8	3	1	1
CCn1cnc2cc(NCc3nc4ccccc4n3C)ccc21
 : -2	-7	0.96	12	1.1	4	-17	-3	-7
COc1ccc(-c2cc3ccccc3cn2)cc1
 : -1	-1	1.1	22	0.87	-10	1	-6	13
COc1cccc(NC(=O)CN(c2ccccc2OC)S(=O)(=O)c2cccs2)c1
 : 0	-12	1.1	11	1.2	-7	2	-3	-25
COc1cccc(/C=N/NC(=O)c2cc3c(OC)cccc3[nH]2)c1O
 : -5	-7	1	22	1.1	-1	9	-3	-7
CC(C)(C)OC(=O)N1CCC[C@H]1C(=O)Nc1ccc(C#N)cc1
 : 1	-2	0.99	-3	1	1	2	7	-2

# The list is partial; count on the stated rates, not on these rows.
